# Screening data (PubChem)
# EBI2 antag: antagonists of human EBI2 receptor; P32249; EBI2 beta-arrestin recruitment, luminescence, 7a,25-OHC stimulated; inhibition, % at 5 µM; 360,000 compounds, 0.81% hits; in the data active = inhibition above about 38%;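 note: enzyme fragment complementation signal reports receptor beta-arrestin coupling in cells; 0% = agonist plus DMSO wells and 100% = wells without agonist; some results beyond the cut were filed as inactive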
# APJ agonist: activates the human apelin receptor APJ | CHO-K1 APJ PathHunter beta-arrestin, luminescence; 0% DMSO wells, 100% apelin | 330,000 compounds, 0.11% hits | P35414 | AID 2520 | activation, % at 20 µM;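 active = activation more than six SD over the plate average, tested at 20 µM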;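 note: 0% = DMSO alone and 100% = apelin-13 at 10 nM; some results filed as inactive read as strong as hits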
# Target sequence (P35414 whole entry, looked up): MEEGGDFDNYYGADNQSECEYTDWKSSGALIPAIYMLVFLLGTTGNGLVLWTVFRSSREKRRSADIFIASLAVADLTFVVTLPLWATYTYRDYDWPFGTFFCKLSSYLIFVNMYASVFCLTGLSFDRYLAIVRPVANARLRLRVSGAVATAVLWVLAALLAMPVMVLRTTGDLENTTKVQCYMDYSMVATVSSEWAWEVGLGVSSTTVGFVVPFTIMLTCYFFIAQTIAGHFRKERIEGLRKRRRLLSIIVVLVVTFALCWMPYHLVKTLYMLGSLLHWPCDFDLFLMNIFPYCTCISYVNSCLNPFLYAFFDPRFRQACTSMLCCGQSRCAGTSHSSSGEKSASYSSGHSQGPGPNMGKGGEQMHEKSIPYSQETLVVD
#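 Incubation: overnight seeding, 90 min compound at 25 °C, 1 h detection; test system: PathHunter CHO-K1 APJ (AGTRL-1) beta-arrestin reporter cells; amount: 1000 cells/well; doses: one dose, 20 µM compound, 1% DMSO; measured by: beta-gal luminescence; measure: agonist-driven arrestin binding to APJ; benchmarks: negative DMSO alone, positive Apelin-13 at 10 nM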
# CXCR6 inh: inhibitors of human CXCR6 receptor; inhibition, % at 20 µM; 360,000 compounds, 0.36% hits; CHO-K1 PathHunter CXCR6 beta-arrestin, luminescence; in the data active = inhibition above about 34%, passing the limit was not always enough;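 note: antagonist mode with CXCL16 agonist at 10 nM final; 0% = 10 nM CXCL16 with DMSO and 100% = unstimulated wells without agonist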
# Target sequence (O00574 whole entry, looked up): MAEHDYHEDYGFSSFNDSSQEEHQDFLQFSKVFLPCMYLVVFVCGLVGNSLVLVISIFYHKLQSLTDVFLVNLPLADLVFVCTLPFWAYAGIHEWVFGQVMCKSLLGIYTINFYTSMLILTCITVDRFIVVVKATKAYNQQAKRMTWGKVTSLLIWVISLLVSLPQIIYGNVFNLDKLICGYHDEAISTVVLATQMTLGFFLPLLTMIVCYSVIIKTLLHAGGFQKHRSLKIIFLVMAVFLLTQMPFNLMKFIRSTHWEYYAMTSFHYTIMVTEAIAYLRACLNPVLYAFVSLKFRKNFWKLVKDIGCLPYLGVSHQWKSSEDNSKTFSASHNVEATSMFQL
# CHOP UPR activ: apoptotic UPR (CHOP) activation; CHO-CHOP luciferase reporter, luminescence; percent of tunicamycin response over DMSO baseline; activation, % at 10 µM; 330,000 compounds, 0.34% hits; AID 449763;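 active = at 10 µM dose, activation of 40% or more, normalized to positive control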;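 note: 100% = tunicamycin at 10 µg/mL and 0% = DMSO alone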
#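 measured by = luciferase luminescence | assay system = CHO-CHOP cells, stable luciferase reporter of PERK-eIF2a-CHOP signalling | amount = 500 reporter cells seeded per well | timing = 6 h compound exposure at 37 °C after overnight seeding | controls = positive tunicamycin 10 µg/mL, negative DMSO alone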
# XBP1 UPR activ: activators of adaptive arm of unfolded protein response (XBP1); AID 463104; activation, % at 20 µM; 330,000 compounds, 0.33% hits; CHO-XBP1 luciferase reporter, IRE1-XBP1 UPR activation, luminescence; percent of tunicamycin response, DMSO as zero;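 active = versus positive control, 20 µM dose yields 30% or more activation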;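 note: 100% = tunicamycin at 10 µg/mL and 0% = DMSO only wells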
#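 assay system = CHO-XBP1 luciferase reporter cells | amount = 1000 cells/well | buffer or medium = F12 plus 10% FBS | compound dosing = single point, 20 µM final compound, 1% DMSO | incubation = 16-18 h cell attachment at 37 °C, then 6 h compound exposure | detection = Steady-Glo luminescence read | controls = tunicamycin 10 µg/mL and vehicle-only wells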
# Mdm2-MdmX inh: human Mdm2/MdmX binding inhibition; O15151+Q00987; SaOS-2 split-luciferase Mdm2/MdmX complementation, luminescence; inhibition, % at 8 µM; 330,000 compounds, 3% hits;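 active = inhibition of at least 50% at 8 µM in the primary screen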
# APJ antag: antagonists of human APJ apelin receptor. P35414. CHO-K1 APJ beta-arrestin complementation, luminescence. inhibition, % at 20 µM. 330,000 compounds, 0.32% hits;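 active = inhibition above about 40% at 20 µM, limit read from the data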;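 note: cells challenged with 10 nM apelin-13 agonist together with compound; plate controls were apelin-13 plus DMSO wells for no effect and DMSO wells lacking apelin-13 for full effect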
# tim23-1 inh: tim23-1 yeast growth inhibition. S. cerevisiae tim23-1 growth, BacTiter-Glo luminescence, 24 h. inhibition, % at 20 µM. 330,000 compounds, 1.3% hits;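 active = growth inhibition of the mutant yeast at or above 50%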;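 note: temperature-sensitive mutant grown at 25 °C; plate controls were DMSO-treated mutant yeast for no effect and medium wells lacking yeast for full effect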
# CCR6 antag: CCR6 (human) receptor antagonism. P51684. CHO-K1 CCR6 PathHunter beta-arrestin, luminescence, CCL20-stimulated. inhibition, % at 20 µM. 340,000 compounds, 0.49% hits;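 active = compounds whose inhibition of the agonist-driven luminescence signal at 20 µM reaches about 50%, limit read from the data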;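 note: cells stimulated with CCL20 at 14 nM final; plate controls were DMSO with CCL20 for no effect and DMSO without agonist for full effect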
# Target sequence (P51684 whole entry, looked up): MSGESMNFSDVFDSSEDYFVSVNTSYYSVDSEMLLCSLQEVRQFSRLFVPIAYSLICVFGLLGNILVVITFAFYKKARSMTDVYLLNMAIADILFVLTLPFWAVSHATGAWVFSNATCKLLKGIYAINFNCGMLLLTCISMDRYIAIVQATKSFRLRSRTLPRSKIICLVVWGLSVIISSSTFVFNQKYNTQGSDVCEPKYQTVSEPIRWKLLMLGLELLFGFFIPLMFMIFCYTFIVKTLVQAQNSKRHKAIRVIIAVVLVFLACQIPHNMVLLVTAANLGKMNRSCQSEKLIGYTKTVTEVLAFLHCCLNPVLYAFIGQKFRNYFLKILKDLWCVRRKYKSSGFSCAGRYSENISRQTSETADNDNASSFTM
# Starred values were filed as active, the others as inactive. An excerpt (hit frequency here may not be typical).
nr	structure	EBI2 antag	APJ agonist	CXCR6 inh	CHOP UPR activ	XBP1 UPR activ
1	CCC(=O)c1ccc(N2CCN(C(=O)COc3ccccc3F)CC2)c(F)c1	11	-1	-4	-3.0	-4
2	C/C(=C\C(=O)c1cccnc1)Nc1ccc(C)c(C)c1	-2	-2	-3	5.8	8
3	Cc1ccsc1/C=N/n1c(COc2ccccc2)n[nH]c1=S	4	-2	-6	-0.7	-3
4	CC1(C)NC(=O)N(CCOc2ccc([N+](=O)[O-])cc2)C1=O	-5	-3	-3	-0.5	6
5	Cc1ccc(CNCC2CCCO2)s1 (configuration not stated)	7	-1	-1	-0.7	-3
6	CC(=O)c1c(C)[nH]c(C(=O)Nc2nc(-c3ccc(Cl)cc3)cs2)c1C	8	3	-9	1.2	6
7	c1cnc2c(Oc3ncnc4sccc34)cccc2c1	0	-3	0	-0.8	-1
8	COc1cc(S(=O)(=O)NCc2ccc3c(c2)OCO3)ccc1F	0	-4	-4	0.5	-2

nr	Mdm2-MdmX inh	APJ antag	tim23-1 inh	CCR6 antag
1	11	-14	25	1
2	-12	11	12	5
3	-8	-3	30	3
4	8	-8	5	1
5	8	21	11	17
6	31	-11	36	-12
7	-14	-3	19	8
8	11	16	12	0

# Whole records as entered above. Screens in order: EBI2 antag	APJ agonist	CXCR6 inh	CHOP UPR activ	XBP1 UPR activ	Mdm2-MdmX inh	APJ antag	tim23-1 inh	CCR6 antag
# CCC(=O)c1ccc(N2CCN(C(=O)COc3ccccc3F)CC2)c(F)c1 is listed with 11	-1	-4	-3.0	-4	11	-14	25	1
# c1cnc2c(Oc3ncnc4sccc34)cccc2c1 is listed with 0	-3	0	-0.8	-1	-14	-3	19	8
# CC1(C)NC(=O)N(CCOc2ccc([N+](=O)[O-])cc2)C1=O is listed with -5	-3	-3	-0.5	6	8	-8	5	1
# COc1cc(S(=O)(=O)NCc2ccc3c(c2)OCO3)ccc1F is listed with 0	-4	-4	0.5	-2	11	16	12	0
# CC(=O)c1c(C)[nH]c(C(=O)Nc2nc(-c3ccc(Cl)cc3)cs2)c1C is listed with 8	3	-9	1.2	6	31	-11	36	-12

# Returning to the listing with the 2 entries that preceded the break.
nr	structure	EBI2 antag	APJ agonist	CXCR6 inh	CHOP UPR activ	XBP1 UPR activ
7	c1cnc2c(Oc3ncnc4sccc34)cccc2c1	0	-3	0	-0.8	-1
8	COc1cc(S(=O)(=O)NCc2ccc3c(c2)OCO3)ccc1F	0	-4	-4	0.5	-2
9	O=C(Nc1ccc2c(c1)OCO2)C1CCN(S(=O)(=O)Cc2ccccc2)CC1	2	-2	-6	-0.3	0
10	CC(C)(C)C(=O)NCC12C=CC(O1)C1C(=O)N(c3ccccc3)C(=O)C12 (configuration not stated)	-5	-3	-6	1.1	1
11	NC(=O)c1cc([N+](=O)[O-])ccc1NCCc1ccccc1	13	-2	-2	3.4	0
12	Cc1cc(NC(=O)CCC2CCCCC2)no1	3	2	6	6.2	2
13	O=C(NNC(=O)C12CC3CC(CC(O)(C3)C1)C2)c1csc(N2CCOCC2)n1	2	6	-4	2.4	-1
14	CCC1CCCCN1C(=O)COc1c(Br)cc(Br)c2cccnc12 (configuration not stated)	13	-3	-6	-0.5	-2
15	CCCS(=O)(=O)N1CCCC(C(=O)N2CCN(c3ccccn3)CC2)C1 (configuration not stated)	1	-2	-6	-1.9	-1
16	CC(=O)Nc1cc(C(=O)N2CCc3ccccc3C2)ccc1Sc1ccc(F)cc1	3	-2	-5	-0.8	-5

nr	Mdm2-MdmX inh	APJ antag	tim23-1 inh	CCR6 antag
7	-14	-3	19	8
8	11	16	12	0
9	-14	-10	1	-2
10	9	8	-3	8
11	-4	1	19	5
12	11	7	23	12
13	-1	14	10	11
14	7	-34	35	16
15	-6	1	4	-33
16	-5	-12	12	16

# Next section.
nr	structure	EBI2 antag	APJ agonist	CXCR6 inh	CHOP UPR activ	XBP1 UPR activ
17	O=C(OCC(=O)N1CCN(c2ccccc2)CC1)c1cccc(Cl)c1	7	-2	11	-0.5	-1
18	CN(C(=O)c1ccc2c(c1)CCN2S(C)(=O)=O)c1ccccc1	2	-1	7	2.7	-3
19	COc1ccc(COC(=O)c2c(C)nn(-c3ccccc3)c2Cl)cc1	3	-4	-1	3.3	0
20	CC1CCc2nc(NC(=O)c3ccc(N4C(=O)CCC4=O)cc3)sc2C1 (configuration not stated)	10	4	2	0.6	-5
21	COc1cccc(NC(=O)C2Cc3ccccc3CN2C(=O)c2ccco2)c1 (configuration not stated)	-5	-1	15	3.7	1
22	COC(=O)c1ccc(-n2c(C)cc(C(=O)CSc3ccc(NC(C)=O)cc3)c2C)cc1	-6	-4	-8	2.6	-2
23	NS(=O)(=O)c1cc(C(=O)Nc2ccc3c(c2)CCC3)ccc1Cl	-2	-2	0	6.1	4
24	CC1CN(C(=O)CCNC(=O)c2ccc(Br)cc2)CC(C)O1 (configuration not stated)	-3	-1	5	3.1	-4

nr	Mdm2-MdmX inh	APJ antag	tim23-1 inh	CCR6 antag
17	-10	5	13	9
18	6	5	16	1
19	2	8	9	11
20	-7	26	3	10
21	-18	14	21	20
22	18	3	43	-6
23	-34	-11	20	3
24	14	19	5	11

# Remaining list, next part.
nr	structure	EBI2 antag	APJ agonist	CXCR6 inh	CHOP UPR activ	XBP1 UPR activ
25	CC(C)C[C@H](NC(=O)c1nc[nH]c1C(=O)N[C@@H](CCCCNC(=O)OC(C)(C)C)C(=O)OC(C)(C)C)C(=O)OC(C)(C)C	-5	-2	23	6.1	2
26	CC(C)C[C@H](NC(=O)C1CC(=O)N(c2ccc3c(c2)OCO3)C1)C(=O)NCc1ccco1 (some centres not stated)	-6	1	2	3.1	-1
27	CCOC(=O)c1ccc(CNS(=O)(=O)c2c(C)ccc3nsnc23)o1	-3	-4	5	-0.7	-5
28	COc1cc(/C=C2\SC(=O)NC2=O)ccc1Oc1cnccn1	2	-3	-2	-0.9	-4
29	Cc1nc(/C(N)=N/OC(=O)c2cccc(Cl)c2)c(C(F)(F)F)o1	-5	8	3	1.9	3
30	CC(=O)N1c2ccc(S(=O)(=O)N3CCC(C(=O)NCCc4ccc(Cl)cc4)CC3)cc2CC1C (configuration not stated)	9	8	-10	4.4	-6
31	CC(=O)N1CCN(c2ccc(NCc3cccs3)cc2)CC1	-16	3	-2	0.2	-1
32	C=CCn1c(-c2cc(OC)c(OC)c(OC)c2)n[nH]c1=S	3	-5	2	1.0	-1

nr	Mdm2-MdmX inh	APJ antag	tim23-1 inh	CCR6 antag
25	73*	4	31	2
26	26	23	-11	-1
27	23	-5	19	-12
28	5	-12	16	7
29	12	-17	17	-5
30	34	-4	20	2
31	-21	-3	9	3
32	29	-9	13	-4

# Next section:
nr	structure	EBI2 antag	APJ agonist	CXCR6 inh	CHOP UPR activ	XBP1 UPR activ
33	Cn1c(COc2ccc([N+](=O)[O-])cc2)nnc1SCC(=O)NCC1CCCO1 (configuration not stated)	-9	-1	-5	0.4	-4
34	Cc1cc(S(=O)(=O)N2CCN(CC(=O)NCCc3cccs3)CC2)ccc1Br	12	-4	2	0.1	-2
35	COCCn1c(C)cc(C(=O)CN2C(=O)NC3(CCCCCC3)C2=O)c1C	-14	-3	-6	3.4	-1
36	CCOC(=O)N1CCN(C(=O)c2ccc3c(=O)n(Cc4ccccc4OC)c(=S)[nH]c3c2)CC1	-8	-5	5	-2.8	-1
37	CCN(CC)C(=O)c1c(-c2ccccc2)oc2ccc(OC)cc12	-3	-2	3	-1.3	-1
38	Cc1cc(=O)[nH]c(SCC(=O)N2CC3(C)CC2CC(C)(C)C3)n1 (configuration not stated)	1	-5	2	0.2	-2
39	CN1CCc2nc(SC(C(=O)O)c3ccccc3)c(C#N)c(-c3cccs3)c2C1 (configuration not stated)	-6	-2	-5	-0.2	-1
40	Cc1ccc2nc(NC(=O)CCCc3nc4ccccc4s3)sc2c1	-9	-2	7	3.5	0

nr	Mdm2-MdmX inh	APJ antag	tim23-1 inh	CCR6 antag
33	-15	9	-3	-1
34	17	-10	29	4
35	4	19	-3	9
36	-4	14	10	26
37	17	10	44	-10
38	31	6	18	7
39	-28	-5	5	6
40	-12	11	27	-30

# Remaining list, next part
nr	structure	EBI2 antag	APJ agonist	CXCR6 inh	CHOP UPR activ	XBP1 UPR activ
41	CCc1ccccc1NC(=S)N(CCOC)C(C)c1ccco1 (configuration not stated)	-6	-1	8	0.5	0
42	O=C(Cc1ccc(Cl)cc1)Nc1ccccc1N1CCN(C(=O)c2ccccc2)CC1	32	-2	7	-0.3	-2
43	CCC(C)(C)NC(=O)C(c1cccnc1)N(C(=O)c1csnn1)c1ccccc1 (configuration not stated)	2	-2	8	-0.7	2
44	Cc1ccc(/C=C/C(=O)NCCCN2CCN(CCCNC(=O)/C=C/c3ccc(C)o3)CC2)o1	0	-3	8	1.5	2
45	O=C(Nc1cc(Sc2nc3ccccc3s2)cc([N+](=O)[O-])c1)c1ccccc1F	20	2	5	6.9	-2
46	O=C(c1cnn(C(=O)c2ccccc2F)c1)c1ccccc1O	-3	0	-16	1.1	-2
47	CCn1c(=O)cc(OCC(=O)Nc2ccccc2N2CCN(C)CC2)c2ccccc21	-12	7	-7	0.7	4
48	COCCN1CN(S(=O)(=O)c2ccccc2)c2nc3ccccc3nc21	-7	-3	3	-1.9	3

nr	Mdm2-MdmX inh	APJ antag	tim23-1 inh	CCR6 antag
41	25	16	39	13
42	27	-1	22	1
43	-22	-6	4	5
44	15	3	-2	-3
45	32	-4	6	36
46	-2	-10	29	-4
47	50*	5	-1	6
48	31	-2	21	13

# Look-ups from the results shown:
# Entry for Cc1ccc(/C=C/C(=O)NCCCN2CCN(CCCNC(=O)/C=C/c3ccc(C)o3)CC2)o1 under Mdm2-MdmX inh: 15
# Entry for O=C(c1cnn(C(=O)c2ccccc2F)c1)c1ccccc1O under tim23-1 inh: 29

# Next structures follow.
nr	structure	EBI2 antag	APJ agonist	CXCR6 inh	CHOP UPR activ	XBP1 UPR activ
49	FC(F)(F)c1cccc(Cn2c3[n+](c4ccc(C(F)(F)F)cc42)CCCCC3)c1	2	-2	3	-1.1	0
50	COc1ccc(C(=O)C2CN(c3ccccc3)CC2c2ccc(Cl)cc2)cc1 (configuration not stated)	12	-4	-2	-3.9	-4
51	COc1ccc([C@@H]2CC=C(C(=O)O)[C@H](c3ccccc3F)N2S(=O)(=O)c2ccccc2C)cc1	7	-9	5	1.6	4
52	CCC(C)(C)C1CCC(=NNS(=O)(=O)c2ccc(C)c([N+](=O)[O-])c2)CC1 (configuration not stated)	-11	-3	3	-1.5	0

nr	Mdm2-MdmX inh	APJ antag	tim23-1 inh	CCR6 antag
49	30	13	-16	15
50	27	15	3	-2
51	21	0	13	8
52	-3	5	5	4
